# High-throughput results: PubChem BioAssay, several laboratories
# OPRM1-OPRD1 ag: agonists of human mu-delta opioid receptor heterodimerization; P35372+P41143; cells, OPRM1-OPRD1 heterodimerization, luminescence; activation, % at 9.3 µM; 0.3% of 340,000 active; in the data active means activation above about 18%;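 further: 0% = vehicle-treated cells and 100% = reference agonist; values of inactives mirror those of a sister screen read the other way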
# HTR5A inv ag: inverse agonist of human HTR5A in OPRM1-OPRD1 counter-screen; 0.083% of 340,000 active; P47898; inhibition, % at 9.3 µM; HTR5A cell line, luminescence, inverse agonism; in the data active means inhibition mostly above about 23%, no sharp cut-off; inactive means mostly below about 18%;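 further: 0% = cells with DMSO and 100% = no-cell wells with DMSO; some compounds called inactive have numbers as strong as hits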
# Target sequence (P47898 whole entry, looked up): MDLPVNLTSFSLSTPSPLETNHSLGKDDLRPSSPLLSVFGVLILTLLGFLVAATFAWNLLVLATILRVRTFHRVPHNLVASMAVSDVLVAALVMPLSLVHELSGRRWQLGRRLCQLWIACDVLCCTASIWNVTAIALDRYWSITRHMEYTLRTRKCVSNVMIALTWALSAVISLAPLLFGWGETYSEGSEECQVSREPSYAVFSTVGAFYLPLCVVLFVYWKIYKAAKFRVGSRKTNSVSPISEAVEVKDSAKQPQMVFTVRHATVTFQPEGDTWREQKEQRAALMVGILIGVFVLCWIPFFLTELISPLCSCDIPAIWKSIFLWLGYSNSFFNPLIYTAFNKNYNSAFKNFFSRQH
# PKA-R1A activ: activates the PKA-R1A holoenzyme complex. activation, % at 11.4 µM. P00514+P68181. PKA-R1A dissociation, Cy5-IP20 fluorescence polarization; scaled: DMSO 0%, 113 µM cGMP 100%. 0.083% of 340,000 active;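 active means percent activation above the mean of all tested compounds plus 3 SD, cut at about 19% in these data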;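 further: higher means more PKAc released from R1A so a rise in polarization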
# PfHsp90 yeast 2: inhibits growth of yeast expressing Plasmodium falciparum Hsp90; 0.32% of 310,000 active; inhibition, % at 9.4 µM; AID 504621; S. cerevisiae expressing PfHsp90, BacTiter-Glo ATP, 48 h; yeast lacking PDR1 and PDR3 efflux regulators;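 active means every replicate shows inhibition above about 80%, whatever the replicate mean, limit read from the data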;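 further: 0% = DMSO neutral controls and 100% = 20 µM radicicol positive controls; yeast relying on Plasmodium falciparum Hsp90 in place of its own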
# OPRM1-OPRD1 inv: inverse agonist of human OPRM1-OPRD1 heterodimerization; AID 504357; 0.21% of 340,000 active; cell-based MOR-DOR heterodimer luminescence, inverse agonism; inhibition, % at 9.3 µM; P35372+P41143; in the data active means inhibition above about 22%, passing the limit was not always enough;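 further: 0% = cells with DMSO and 100% = wells without cells with DMSO; values of inactives mirror those of a sister screen read the other way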
# SUMO Mot1 rescue: SUMOylation pathway inhibition by Mot1-301 growth rescue. 1% of 320,000 active. growth rescue, % at 18.8 µM. AID 2716. S. cerevisiae Mot1-301 growth rescue, ATP luminescence, 38.5C; percent above DMSO median, 100 means doubled;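 active means every valid replicate shows activation above 250% relative to neutral control wells; inactive means the rest, any valid replicate at or below 250%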;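 further: OY570 slx delta 5 strain wells were the positive control but not used for scaling; some compounds called inactive have numbers as strong as hits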
# Pemphigus Ab inh: blocks pemphigus antibody binding to human desmoglein-3; P32926; DSG3-coupled beads, scFv-anti-DSG3-GFP binding, flow cytometry; hits give low values; binding (percent of control), % at 10 µM; 0.48% of 310,000 active;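 active means binding more than 3 SD below its plate's average and above zero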;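 further: hits lower antibody fragment binding to DSG3; some compounds called inactive have numbers as strong as hits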
# HTR5A ag ctr: counter-screen for OPRM1-OPRD1 agonists: human HTR5A agonism; HTR5A agonist assay, luminescence, cell-based; activation, % at 9.3 µM; AID 504692; 0.61% of 340,000 active; P47898; in the data active means activation mostly above about 9.5%, no sharp cut-off; inactive means mostly below about 7.6%;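 further: 0% = cells with vehicle only and 100% = reference agonist; strong numbers were not always called active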
# AddAB inh: less growth of phage-infected E. coli with AddAB. AID 435030. 0.29% of 330,000 active. inhibition, % at 11.9 µM. E. coli expressing H. pylori AddAB, absorbance growth; in the data active means inhibition above about 12%;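 further: 0% = vehicle wells of infected cells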
# E coli growth: counter-screen for AddAB inhibitors: E. coli growth inhibition; inhibition, % at 11.9 µM; E. coli V3065 growth, OD600 absorbance, 18 h; 0.27% of 330,000 active; AID 449728;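 active means inhibition above the campaign's mean inhibition across all tested compounds plus 3 SD, cut at about 9.9% in these data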;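 further: uninfected addAB+ strain grown without phage in ampicillin broth; 0% = DMSO wells and 100% = ciprofloxacin 0.95 µg/ml wells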
# phage Ecoli inh: E. coli growth loss with phage present; 0.26% of 360,000 active; growth absorbance; inhibition, % at 11.9 µM; AID 651602; in the data active means inhibition above about 11%
# * marks the source's active call; other numbers are inactive results; nt = no result given; & = joins results of further samples. Rows were taken by chance; overall some 3.2% were active at least once.
molecule,OPRM1-OPRD1 ag,HTR5A inv ag,PKA-R1A activ,PfHsp90 yeast 2,OPRM1-OPRD1 inv,SUMO Mot1 rescue,Pemphigus Ab inh,HTR5A ag ctr,AddAB inh,E coli growth,phage Ecoli inh
Cc1cc(C)n(CCCNC(=O)C2CC(=O)N(Cc3ccccc3)C2)n1 (stereo unspecified),-0.6,8,-7,-4,4,-10,101,-3,1.9,-1.1,-1.9
CCC(C(=O)c1ccc(O)cc1)c1ccccc1 (stereo unspecified),4.5,-10,-5,-5,-26,-10,112,1,3.5,0.9,4.3
O=C(c1cc2ccccc2[nH]1)N1CCOCC1,-1.3,10,-2,-14,8,224,90,3,-2.0,0.0,0.9
Cc1ccccc1NC(=O)c1cccc(NC(=O)CCC(=O)O)c1,-1.0,-10,-8,11,6,-7,99,4,1.6,-2.3,3.2
CCOc1ccc(-c2nnc3ccc(SCC(=O)N4CCN(c5ccccc5)CC4)nn23)cc1,-0.4,5,2,-24,2,nt,89,0,nt,nt,1.1
COC(=O)c1ccc(NC(=O)CC2C(=O)N(c3ccc(C)cc3)C(=O)N2CC(C)C)cc1 (stereo unspecified),-2.5,-17,-1,15,13,-9,101,2,-0.8,0.2,2.9
O=C(CNC(=S)NC(=O)c1ccc(Br)o1)c1ccccc1,0.5,-19,-4,1,-3,12,97,3,0.2,3.0,1.4
O=C(CSc1ccc(F)cc1)N1CCC(c2nc3ccccc3s2)CC1,-0.6,-8,-12,-6,2,129,107,7,0.8,2.5,3.5
CCOc1cc2[nH]c(=O)n(Cc3ccc(C(=O)NCCCN4CCC(C)CC4)cc3)c(=O)c2cc1OCC,2.0,22,6,10,-9,-2,102,0,1.2,0.6,4.8
Cc1ccc(/C=C/C(=O)Nc2nc3ccccc3[nH]2)cc1,1.0,8,2,-19,-6,27,96,3,-2.7,-2.1,-0.6
CCc1nc(OCCN(C)C)c2oc3ccccc3c2n1,-3.2,-1,-1,nt,17,-22,107,1,-1.4,-2.2,0.9
Cc1ccc(C2(C)NC(=O)N(CC(=O)N3CCc4ccccc43)C2=O)cc1 (stereo unspecified),0.8,-8,-11,nt,-4,8,105,2,0.1,-1.9,0.5
COc1ccc(-c2noc(CCC(=O)N3CCN(c4cccc(Cl)c4)CC3)n2)cc1,-3.0,-9,-6,38,15,nt,98,3,-0.6,-1.1,0.6
CCC(C)NC(=O)c1cn(CC)c2ccc(S(=O)(=O)N3CCCCC3)cc2c1=O (stereo unspecified),-1.0,-2,-3,-16,5,9,112,0,1.2,1.1,1.9
COc1ccc(N2CCN(C(c3cccs3)c3nnnn3C3CCCC3)CC2)cc1 (stereo unspecified),-0.2,-14,-4,-16,1,nt,102,4,-3.0,-0.2,2.1
O=C(c1nc(-c2ccccc2)n(-c2ccccc2)n1)N1CCCCCC1,-3.5,5,-1,10,18,-2,nt,-2,1.0,1.0,1.9
CCOc1ccc(S(=O)(=O)N2CCC(C(=O)N3CCN(C)CC3)CC2)cc1Cl,2.8,-9,-14,-50,-17,5,nt,1,1.8,-2.2,1.8
O=C(CCN1CCCCCC1)Nc1ccc(F)cc1,-1.8,5,-9,-4,10,-11,85,-2,3.7,0.6,2.1
CC(C)C(=O)NC(=S)Nc1ccccc1N1CCN(C(=O)c2ccc(Cl)cc2)CC1,2.3,4,-4,-10,-12,-13,104,-1,1.1,0.2,1.1
O=C1COc2ccccc2N1Cc1c(F)cccc1Cl,-0.7,9,-1,-10,4,9,94,-2,-1.0,-1.0,1.4
CCC(C)NC(=O)C1CCN(S(=O)(=O)c2cc([N+](=O)[O-])ccc2Cl)CC1 (stereo unspecified),2.9,11,-9,14,-15,-14,103,-1,2.7,-3.1,-2.1
Cc1ccc(C(=O)NNC(=O)c2ccc(S(=O)(=O)N3CCCCC3)cc2)cc1,-4.7,-5,-9,-5,23,4,84,1,3.6,-0.7,1.6
N#CCCN1CCN(S(=O)(=O)c2ccc(C3CCCCC3)cc2)CC1,1.4,4,14,28,-6,-10,102,-2,2.7,3.3,5.8
O=S(=O)(NCC(c1ccco1)N1CCN(c2ccc(F)cc2)CC1)c1ccc(F)cc1 (stereo unspecified),4.9,10,-12,13,-26,-13,123,2,0.3,1.0,3.7
CSc1cccc(NC(=O)c2cc(S(=O)(=O)N3CCc4ccccc43)cn2C)c1,2.7,3,-7,4,-15,-7,104,1,-1.0,-1.5,3.3
CC(C)Cc1nnc(NS(C)(=O)=O)s1,-3.9,2,-1,7,21,-14,100,-1,-0.6,-0.7,0.3
COc1ccc(/C=C2/NC(=O)N(Cc3ccccc3F)C2=O)cc1OC,-1.1,12,-4,-8,6,7,104,9,0.9,-0.5,2.9
O=[N+]([O-])c1ccc2nn(Cc3ccccc3)cc2c1,-2.4,7,-5,-13,11,15,91,-2,0.0,-1.7,1.2
CCCCN(C(=O)C1CC(=O)N(c2ccc(CC)cc2)C1)c1c(N)n(CCC)c(=O)[nH]c1=O (stereo unspecified),-0.9,-9,5,-13,4,nt,99,2,nt,nt,2.9
Cc1ccc2c(CN3CCC(C)CC3)cc(=O)oc2c1,3.8,23,7,5,-19,4,103,1,0.1,-0.2,0.9
Cn1c(SCC(=O)Nc2ccc3c(c2)OCCO3)nnc1C(F)(F)F,-1.6,-10,2,-12,7,0,nt,3,-0.4,0.9,1.8
O=C(CSc1nnc(C2CC2)n1Cc1ccccc1)NCc1ccccc1,-3.2,-2,0,nt,19,nt,108,-2,0.7,0.2,1.1
CC1CC(C)CN(CC(O)COCc2ccccc2F)C1 (stereo unspecified),-1.7,-1,7,3,8,38,108,0,2.4,-0.3,1.8
CCN1CCN(Cc2ccc(NC(=O)c3cc(NC(=O)c4cncc(-c5ccc(C#N)cc5)c4)cc(OC)c3)cc2C(F)(F)F)CC1,15,-12,2&-10,-8,-82,-11,135&116,0,1.8,-0.9,4.9
C[C@H](NC(=O)c1ccco1)C(=O)NNC(=O)c1ccc(F)cc1,-4.3,4,-2,nt,23,22,94,-1,-0.2,-0.6,3.5
COc1ccc(-c2cc(=O)oc3cc(OC(C)C(=O)NC4CC4)ccc23)cc1 (stereo unspecified),-2.2,9,7,-23,11,2,98,0,0.7,-1.0,1.7
CCOC(=O)c1cc2sccc2n1CC(=O)N1CCN(C(=O)c2ccco2)CC1,1.4,7,-12,-18,-8,3,95,-3,-0.3,1.1,-1.2
CN(C)c1c([N+](=O)[O-])ncn1C,-3.3,9,-14,nt,16,-2,0,-4,2.5,1.8,-0.6
O=C(O)c1cccc(NC(=S)N/N=C/c2ccccc2OCc2ccc(Br)cc2)c1,-0.6,-11,-6,-34,5,-8,100,-4,-0.2,-1.1,2.6
COC(=O)CCC(=O)Nc1cc(OC)c(OC)cc1Cc1nccc2cc(OC)c(OC)cc12,-2.1,3,-2,6,10,0,104,-1,1.7,0.0,-0.6

# Already shown: entries from further up.
molecule,OPRM1-OPRD1 ag,HTR5A inv ag,PKA-R1A activ,PfHsp90 yeast 2,OPRM1-OPRD1 inv,SUMO Mot1 rescue,Pemphigus Ab inh,HTR5A ag ctr,AddAB inh,E coli growth,phage Ecoli inh
O=C(O)c1cccc(NC(=S)N/N=C/c2ccccc2OCc2ccc(Br)cc2)c1,-0.6,-11,-6,-34,5,-8,100,-4,-0.2,-1.1,2.6
COC(=O)CCC(=O)Nc1cc(OC)c(OC)cc1Cc1nccc2cc(OC)c(OC)cc12,-2.1,3,-2,6,10,0,104,-1,1.7,0.0,-0.6

# (cont.)
molecule,OPRM1-OPRD1 ag,HTR5A inv ag,PKA-R1A activ,PfHsp90 yeast 2,OPRM1-OPRD1 inv,SUMO Mot1 rescue,Pemphigus Ab inh,HTR5A ag ctr,AddAB inh,E coli growth,phage Ecoli inh
Cc1ccc(NC(=O)CN2C(=O)S/C(=C/c3ccc(-c4cc(C(=O)O)ccc4C)o3)C2=O)cc1C,-3.5,10,10,-19,19,-9,102,-4,-0.2,-4.8,1.2
O=C(c1cc(-c2ccc(O)cc2)on1)N1CCOCC1,-1.5,-20,-6,-37,10,-11,104,7,1.1,0.2,-2.0
CSCCC(NC(N)=O)C(=O)Nc1ccc(C)cc1 (stereo unspecified),0.2,-9,0,7,-1,-15,100,1,-0.7,0.0,1.8
CSc1sc(C(=O)O)c2c1C(=O)CCC2,0.5,5,0,40,-2,-20,nt,0,3.0,0.2,1.5
CC(C)c1ccc(C(=O)NC2=NCCS2)cc1,-1.8,0,-3,-7,11,-14,94,0,1.3,2.4,5.9
CCOc1cc(N2CCOCC2)c(OCC)cc1NC(=O)c1ccc(NC(C)=O)cc1,-1.2,-5,-1,28,6,264,92,2,3.0,-0.4,0.4
COC(=O)C(NNc1ccc(F)cc1)(NC(=O)c1ccccc1)C(F)(F)F (stereo unspecified),-0.6,-6,-3,-18,4,24,97,6,4.6,0.5,0.5
COc1ccc2c(C)cc(SCC(=O)N(C)C3CCS(=O)(=O)C3)nc2c1 (stereo unspecified),-2.1,14,7,1,10,7,210,8,0.0,-2.1,2.1
COc1ccc(Br)c(C(=O)OCC(=O)N2CCc3ccccc32)c1,-2.7,-3,0,-19,11,2,104,-2,2.4,0.7,4.4
CC[N+](C)(CC)CC(O)COCC1COc2ccccc2O1 (stereo unspecified),-2.2,-15,4,-2,12,-7,107,6,0.3,-0.1,1.9
O=C(NCc1nnc2c(C(F)(F)F)cc(Cl)cn12)C1CCCC1,-0.3,14,-10,-7,1,-11,100,3,2.5,5.6,-0.6
Cc1ccc2nc(N=C(N)N)nc(C)c2c1,-0.4,6,8,-15,2,121,107,-2,1.4,-1.3,5.4
Cc1ccc(-c2cc(Cc3ccc(N(C)C)cc3)c(=O)[nH]n2)cc1,nt,nt,nt,-10,nt,-8,101,nt,-2.1,2.6,1.3
O=C(O)C1CC(=O)N(CCc2c[nH]c3ccccc23)C1 (stereo unspecified),-2.4,-16,10,-3,13,11,nt,5,1.4,0.5,2.1
COc1ccc(S(=O)(=O)N2CCC(NC(=O)c3cccc(F)c3)CC2)cc1,-2.4,10,-2,-6,11,15,99,-3,-0.2,2.2,4.6

# Three entries from above, arranged by count of non-hydrogen atoms, descending:
molecule,OPRM1-OPRD1 ag,HTR5A inv ag,PKA-R1A activ,PfHsp90 yeast 2,OPRM1-OPRD1 inv,SUMO Mot1 rescue,Pemphigus Ab inh,HTR5A ag ctr,AddAB inh,E coli growth,phage Ecoli inh
Cc1ccc(-c2cc(Cc3ccc(N(C)C)cc3)c(=O)[nH]n2)cc1,nt,nt,nt,-10,nt,-8,101,nt,-2.1,2.6,1.3
O=C(O)C1CC(=O)N(CCc2c[nH]c3ccccc23)C1 (stereo unspecified),-2.4,-16,10,-3,13,11,nt,5,1.4,0.5,2.1
Cc1ccc2nc(N=C(N)N)nc(C)c2c1,-0.4,6,8,-15,2,121,107,-2,1.4,-1.3,5.4
